LMNA splice mod: modulators of lamin A splicing; HeLa LMNA splicing GFP/RFP minigene ratio, 48 h; Potency, µM (highest dose often 46.1 µM), for inactives: at the highest dose ratio change, negative = inhibition, actives largely listed as inhibitors; 200,000 compounds, 0.01% hits; active = well fitted inhibition curve with a large enough effect in the signal ratio, with a control signal flat, not every such curve was filed as active; inconclusive = small, poorly fitted or top-dose-only effect, or effect the other way, or a change in a side signal; the % refers to the signal ratio; also: % is scaled to controls: 0 for no effect and ±100 for the full control effect
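Read-out is the ratio of GFP to DsRed2 object intensity, acquired by 488 nm laser-scanning cytometry on HeLa lamin A-EGFP minigene reporter cells. Compound incubation 48 hrs at 37 °C in Opti-MEM with 2% FBS; DMSO 0.5% final.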
SMN2 splice up: increases expression of the SMN2 splice variant; Potency, µM (top dose mostly 46.1 µM), without a hit: at the highest dose activity change, positive = activation, hits mostly activators; 210,000 compounds, 2.8% hits; AID 1458; HEK293 SMN2-luciferase splicing reporter, luminescence, 30-36 h; also: % of control where 0% means no effect; nearly all actives have a fitted effect of over 55% in size
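HEK293 cells carry an SMN2 minigene-luciferase reporter in which exon 7 inclusion puts luciferase in frame. Cells were seeded at 2000 cells/well, attached for 10-12 hours, then exposed to compounds for 30-36 hours at 37C before ONE-Glo luminescence.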
L3MBTL1 block: L3MBTL1 (human) inhibition; Q9Y468; AlphaScreen L3MBTL1–H3K9me1 peptide binding; Potency, µM (highest dose often 57.1 µM), for the others: at the top dose activity, negative = inhibition, hits mostly inhibitors; 230,000 compounds, 0.66% hits; also: % is scaled to controls: 0 for no effect and ±100 for the full control effect; nearly all actives have a fitted effect of over 60% in size
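Displacement of a biotinylated histone H3(1-15) peptide monomethylated at Lys9 (75 nM) from L3MBTL1 (50 nM) was measured by AlphaScreen after a 30 min room-temperature compound incubation; cefsulodin titration served as intraplate control.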
KDM4E inh: blocks human JMJD2E demethylase activity. Potency, µM (series often up to 57.1 µM), inactives show at the top dose activity change, negative = inhibition, usual class: inhibitors. 230,000 compounds, 1.6% hits. JMJD2E catalytic domain, FDH-coupled NADH fluorescence (FDH is formaldehyde dehydrogenase); active = well fitted inhibition curve with a large enough effect, not every such curve was filed as active; inconclusive = small, poorly fitted or top-dose-only effect, or another doubt; inactive = no such curve, though single readings can be large or run the other way;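 also: 0% = wells with enzyme and -100% = buffer wells without enzyme; nearly all actives have a fitted effect of over 50% in size; many of its hits are not listed in these tables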
Target sequence (B2RXH2 1-337 limits assumed): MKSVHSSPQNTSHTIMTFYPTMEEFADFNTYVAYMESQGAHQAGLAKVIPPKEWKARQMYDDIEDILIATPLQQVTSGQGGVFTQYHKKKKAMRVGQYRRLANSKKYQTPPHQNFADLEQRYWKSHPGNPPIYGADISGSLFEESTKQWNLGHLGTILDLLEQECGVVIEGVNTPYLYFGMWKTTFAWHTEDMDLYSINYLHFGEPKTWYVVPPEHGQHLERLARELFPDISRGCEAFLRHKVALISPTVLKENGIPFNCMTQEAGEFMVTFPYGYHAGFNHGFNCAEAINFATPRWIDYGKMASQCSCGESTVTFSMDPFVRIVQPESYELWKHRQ
RECQ1 helicase: blocks DNA unwinding by human RECQ1. RECQ1 DNA unwinding, red fluorescence kinetic read. Potency, µM (top dose mostly 57.3 µM), without a hit: at the top dose activity, negative = inhibition, most hits filed as inhibitors. 240,000 compounds, 0.54% hits. AID 2549;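 also: plate controls were vehicle for no effect and no enzyme for full effect; nearly all actives have a fitted effect of over 30% in size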
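50 nM RECQ1T1 preincubated 15 min with compound in Tris pH 8.0 buffer with MgCl2, DTT, Tween-20 and 2.5 ug/ml poly(dI-dC); started with 200 nM TAMRA/BHQ-2 forked duplex and 2 mM ATP. Unwinding read as fluorescence (525/598 nm), two reads 2 h apart.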
Luc counter: blocks Kinase-Glo luciferase, a counter-screen artifact | 200,000 compounds, 0.28% hits | AID 1379 | Kinase-Glo luciferase, ATP luminescence, 8 min | Potency, µM (highest dose often 38.3 µM), for inactives: top-dose activity change, negative = inhibition, usual class: inhibitors | Q27757; also: % is scaled to controls: 0 for no effect and ±100 for the full control effect; nearly all actives have a fitted effect of over 60% in size
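Recombinant Kinase-Glo luciferase, 10 uM ATP (linear range), luciferin; imidazole pH 7.2 / KCl / MgCl2 / Tween / BSA buffer; 8 min RT; luminescence.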
Tau ThT inhib: tau fibrillization inhibition (ThT binding); Potency, µM (series often up to 57.4 µM), for the others: at the highest dose activity, negative = inhibition, hits mostly inhibitors; 270,000 compounds, 2.1% hits; AID 1460; recombinant tau K18 P301L (four-repeat tau fragment), heparin-induced fibrillization, ThT fluorescence; P10636; also: % is scaled to controls: 0 for no effect and ±100 for the full control effect; nearly all actives have a fitted effect of over 55% in size
Target sequence (P10636 561-689 P618L limits assumed): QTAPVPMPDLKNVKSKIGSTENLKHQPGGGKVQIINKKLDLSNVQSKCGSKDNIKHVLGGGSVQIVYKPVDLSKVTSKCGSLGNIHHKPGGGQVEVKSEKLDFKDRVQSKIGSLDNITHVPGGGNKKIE
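Heparin-induced fibrillization of the P301L-mutant K18 repeat-domain fragment of human tau was followed by ThT binding in quantitative high-throughput format.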
ALDH1A1 inh: inhibitors of human aldehyde dehydrogenase 1A1 | P00352 | Purified ALDH1A1, NADH fluorescence, propionaldehyde substrate | Potency, µM (doses to about 75.3 µM), for the others: at the top dose activity, negative = inhibition, usual class: inhibitors | 220,000 compounds, 7.3% hits | AID 1030; active = well fitted inhibition curve with a large enough effect, not every such curve was filed as active; inconclusive = small, poorly fitted or top-dose-only effect, or another doubt; inactive = no such curve, though single readings can be large or run the other way;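 also: plate controls were no enzyme wells and a reference inhibitor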
Target sequence (P00352 whole entry, looked up): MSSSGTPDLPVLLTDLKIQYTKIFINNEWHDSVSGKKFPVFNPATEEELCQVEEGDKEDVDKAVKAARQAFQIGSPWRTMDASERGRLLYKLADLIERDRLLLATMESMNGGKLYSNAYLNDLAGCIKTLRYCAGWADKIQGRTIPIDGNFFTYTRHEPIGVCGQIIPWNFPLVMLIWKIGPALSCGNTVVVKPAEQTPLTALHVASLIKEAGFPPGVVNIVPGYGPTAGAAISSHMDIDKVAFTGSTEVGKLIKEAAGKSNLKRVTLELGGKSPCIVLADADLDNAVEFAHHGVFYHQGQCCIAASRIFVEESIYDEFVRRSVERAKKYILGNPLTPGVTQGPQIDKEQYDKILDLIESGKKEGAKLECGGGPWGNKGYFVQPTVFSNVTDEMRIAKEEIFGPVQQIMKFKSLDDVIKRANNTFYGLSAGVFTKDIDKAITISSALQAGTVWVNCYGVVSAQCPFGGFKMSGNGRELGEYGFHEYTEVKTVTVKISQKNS
The depositor's hits bear a star; i = inactive; ? = inconclusive; . = not tested or not shown; [ ] = another dose, or the depositor's remark. Unless noted, calls follow the shape of the dose curve; as a rule, active = well fitted curve in the direction sought with a large enough effect; inconclusive = small, poorly fitted or top-dose-only effect, or another doubt; inactive = no such curve, though single readings can be large; an effect the other way counts as inactive or inconclusive. Potency is read from the fitted curve at half-maximal effect. This is a subset; the hit share may differ from the screen's.

SMILES | LMNA splice mod | SMN2 splice up | L3MBTL1 block | KDM4E inh | RECQ1 helicase | Luc counter | Tau ThT inhib | ALDH1A1 inh
Oc1oc(-c2ccccc2)nc1/C=N/c1ccccn1 | 7%[46 µM] | . | -11% | -12% | 21% | -2% | -9% | -11%
Cc1ccc(N2CC(C(=O)NCc3cccs3)CC2=O)cc1 (stereo unspecified) | 7% | -3% | 1% | 2% | i | 0% | -4% | -4%
Cn1c(=O)c2c(nc(OCc3ccc4c(c3)OCO4)n2Cc2ccccc2Cl)n(C)c1=O | 14% | 14% | -2% | 10% | -3% | -3% | -3% | ?
CCN(CC)C(=O)CCCc1c[nH]c2ccccc12 | 7%[46 µM] | 11% | -2% | -8% | i | -2% | -13% | 16%
CCn1c(SCC(=O)n2nc(C)cc2C)nnc1-c1ccc2c(c1)OCO2 | 3% | 4% | -2% | -7% | -11% | 2% | 1% | 2%
COc1ccc(-n2nc3cc(C)c(NC(=S)NC(=O)c4ccccc4C)cc3n2)cc1 | ? | 9% | 4% | ? | -14% | 4% | ? | ?
OCC(CO)(CO)N=Cc1cc(Br)ccc1O | -6% | -1% | 1% | -17% | -4% | -2% | 0% | 10%
CCOc1ncccc1C(=O)OCC(=O)Nc1c(C)cc(C)cc1C | -8% | 10% | . | 5% | i | -2% | -7% | 8%
COc1ccc(OCCn2c(C)c(/C=N/n3cnnc3)c3ccccc32)cc1 | 16% | -2% | 2% | 1% | -11% | -1% | -10% | 9%
CCCCn1c(NCc2ccc(N(C)C)cc2)nc2ccccc21 | . | -12% | ? | 0% | i | . | ? | 14µM*
CC1CCCC(NC(=O)CN(C)S(=O)(=O)c2cccc3cccnc23)C1C (stereo unspecified) | -1% | -6% | -2% | 2% | -9% | -5% | -7% | 1%
CC(C)OC(=O)CSc1nnc(Cc2ccccc2)n1C | 4% | . | 7% | 1% | -3% | . | -2% | 0%
COC(=O)c1c(NC(=O)C2COc3ccccc3O2)sc2c1CCN(C(C)=O)C2 (stereo unspecified) | ? | -32%[inhibitor] | -5% | ? | 0% | -5% | -10% | 32µM*
C=CCn1c(CCC)nc2ccccc21 | . | 1% | 5% | 9% | 3% | -1% | 6% | 11%
N=c1c2c3c(sc2ncn1CCN1CCOCC1)CCCCC3 | 6% | . | -3% | -4% | -6% | . | -1% | -5%
Nc1c(S(=O)(=O)c2cccs2)c2nc3ccccc3nc2n1CC1CCCO1 (stereo unspecified) | -11% | 7% | -6% | ? | -7% | 1% | -1% | ?
Cc1ccc(OCc2nnc(NC(=O)c3ccco3)s2)cc1 | -5% | 10% | . | -2% | ? | -3% | -10% | 2%
CCOc1ccc(-c2nc(CSc3nnc(C)s3)cs2)cc1OC | 4% | ? | . | ? | i | 0% | ? | ?
CCn1c(=O)cc(SCC(=O)Nc2ccc(C)cn2)c2ccccc21 | ? | 308% | . | -12% | i | 1% | -11% | 5%
CCOc1cc(C(=O)N2CCN(c3ccccc3)CC2)cc(OCC)c1OCC | 12% | 5% | -2% | 18% | -9% | 2% | 0% | 6%
CCOC(=O)c1ccc(NC(=O)NCc2ccccc2OC)cc1 | . | -1% | 9% | -3% | i | 0% | -15% | 4%
Nc1nnc(-c2ccccc2[N+](=O)[O-])o1 | . | -1% | ? | -10% | -15% | 1% | -4% | 7%
O=[N+]([O-])c1ccc(Cl)c(/C=N/n2c(-c3cccnc3)n[nH]c2=S)c1 | -16% | ? | 4% | -9% | -3% | 3% | -3% | 7.9µM*
Cc1ccc(CCNC(=O)C2CCCN(S(=O)(=O)c3cccc4nsnc34)C2)cc1 (stereo unspecified) | 13% | -31%[inhibitor] | . | 2% | 2% | -3% | 4% | -5%
CC(=O)c1cccc(NC(=O)Nc2cccnc2)c1 | 9% | -6% | -6% | 0% | 0% | -5% | -10% | ?

Sorted by count of non-hydrogen atoms (lowest first): some entries from above
SMILES | LMNA splice mod | SMN2 splice up | L3MBTL1 block | KDM4E inh | RECQ1 helicase | Luc counter | Tau ThT inhib | ALDH1A1 inh
Nc1nnc(-c2ccccc2[N+](=O)[O-])o1 | . | -1% | ? | -10% | -15% | 1% | -4% | 7%
CC(=O)c1cccc(NC(=O)Nc2cccnc2)c1 | 9% | -6% | -6% | 0% | 0% | -5% | -10% | ?
Oc1oc(-c2ccccc2)nc1/C=N/c1ccccn1 | 7%[46 µM] | . | -11% | -12% | 21% | -2% | -9% | -11%
CC(C)OC(=O)CSc1nnc(Cc2ccccc2)n1C | 4% | . | 7% | 1% | -3% | . | -2% | 0%
Cc1ccc(OCc2nnc(NC(=O)c3ccco3)s2)cc1 | -5% | 10% | . | -2% | ? | -3% | -10% | 2%
CCCCn1c(NCc2ccc(N(C)C)cc2)nc2ccccc21 | . | -12% | ? | 0% | i | . | ? | 14µM*
CCn1c(=O)cc(SCC(=O)Nc2ccc(C)cn2)c2ccccc21 | ? | 308% | . | -12% | i | 1% | -11% | 5%
CCn1c(SCC(=O)n2nc(C)cc2C)nnc1-c1ccc2c(c1)OCO2 | 3% | 4% | -2% | -7% | -11% | 2% | 1% | 2%
COc1ccc(OCCn2c(C)c(/C=N/n3cnnc3)c3ccccc32)cc1 | 16% | -2% | 2% | 1% | -11% | -1% | -10% | 9%
COC(=O)c1c(NC(=O)C2COc3ccccc3O2)sc2c1CCN(C(C)=O)C2 (stereo unspecified) | ? | -32%[inhibitor] | -5% | ? | 0% | -5% | -10% | 32µM*
Cc1ccc(CCNC(=O)C2CCCN(S(=O)(=O)c3cccc4nsnc34)C2)cc1 (stereo unspecified) | 13% | -31%[inhibitor] | . | 2% | 2% | -3% | 4% | -5%
COc1ccc(-n2nc3cc(C)c(NC(=S)NC(=O)c4ccccc4C)cc3n2)cc1 | ? | 9% | 4% | ? | -14% | 4% | ? | ?

Further entries:
SMILES | LMNA splice mod | SMN2 splice up | L3MBTL1 block | KDM4E inh | RECQ1 helicase | Luc counter | Tau ThT inhib | ALDH1A1 inh
O=C(c1ccccc1Sc1ccccc1[N+](=O)[O-])N1CCCCC1 | . | . | -3% | -5% | i | 4% | 1% | -14%
O=C1c2ccccc2C(=O)N1CCCn1nnc(-c2ccc(N3CCOCC3)cc2)n1 | 1% | -13% | -4% | 5% | i | -1% | ? | -1%
O=C(c1ccc(F)cc1)c1c[nH]c(C(=O)NCc2ccco2)c1 | -14% | -9% | 1% | -1% | -1% | 2% | -1% | 0%
C=CCN(C(=O)c1ccccc1)c1ccc(OC)cc1 | -15% | 16% | 4% | -19% | -8% | -4% | -4% | -14%
CC(C)Oc1ccc(Cc2cnc(=S)[nH]c2N)cc1 | . | ? | 2% | -8% | -1% | 0% | 3% | -4%
O=S(=O)(c1ccc(-c2cn3ccccc3n2)cc1)N1CCOCC1 | -14% | -43%[inhibitor] | . | ? | -5% | -3% | ? | ?
Cc1ccc(/C=N/n2c(C3CCCCC3)n[nH]c2=S)s1 | -9% | -13%[1.84 µM] | -4% | 3% | 0% | 5% | -3% | -3%
Cc1noc(C)c1C(=O)N1CCC2(CCCN(c3ccncc3)C2)CC1 | . | -6% | . | . | -4% | 1% | . | 4%
Cc1ccccc1-c1noc(-c2ccc(O)cc2)n1 | -3% | ? | -7% | -10% | -9% | -26% | -17% | 5%
COc1ccccc1C(=O)NCCN1CCN(C(=O)c2ccccc2OC)CC1 | 5% | -3% | 4% | -2% | -2% | 0% | -12% | ?
O=C1CCc2cc(S(=O)(=O)N3CCC(C(=O)Nc4nccs4)CC3)ccc2N1 | -6% | -2% | 14% | -8% | 0% | 2% | -6% | -1%
CCOC(=O)c1ccccc1NC(=O)Cc1ccccc1OC | -11% | -8% | 12% | -6% | i | -2% | -19% | -3%
CC(C)/C=N/NC(=O)c1cc(Br)ccc1O | -26% | 7% | 2% | ? | -6% | 0% | ? | 5%
CS(=O)(=O)c1ccc(-c2nnn(CC(N)=O)n2)cc1 | ? | 10% | -16% | -8% | -8% | -8% | 0% | 4%
Cc1cc(C(=O)NNc2ccc(F)cc2F)no1 | . | . | 5% | -10% | -1% | . | 3% | .
COc1cc(/C=C2\SC(=Nc3ccccc3)N(CCc3c[nH]c4ccccc34)C2=O)ccc1OC(C)C(=O)O (stereo unspecified) | ? | -29% | -5% | 3% | 0% | 3% | ? | 6%
S=C(NCc1ccncc1)Nc1ccc(Cl)cc1Cl | ? | -25% | -2%[11.4 µM] | -3% | i | 4% | 1% | -1%
O=C(O)/C=C\C(=O)Nc1ccccc1F | -5% | 6% | 21% | 0% | -1% | 5% | -9% | 35µM*
COc1cccc2[nH]c3c(N4CCCC(C)C4)ncnc3c12 (stereo unspecified) | ? | 4% | 2% | ? | i | 2% | ? | ?
CCOc1ccc2c(c1)c1nnc(SCC(=O)N3CCC(C)CC3)nc1n2C | 11% | -14% | -1%[11.4 µM] | 5% | -11% | 1% | -6% | ?
CN(C)C(=O)c1ccc(NC(=O)CSc2nc3ccccc3[nH]2)cc1 | -9%[46 µM] | -18% | 4% | 6% | -2% | -1% | 1% | 0%
Cc1csc(SCCN2C(=O)c3ccccc3C2=O)n1 | 2% | 8% | 4% | 7% | i | 10% | -6% | -6%
Cc1c2c(nc3nc4ccccc4n13)CCCC2=O | -8% | -12% | -1% | 0% | -6% | 12% | 5% | -4%
Cn1c(=O)[nH]c(=O)c2c1nc(Br)n2CC(O)COc1ccccc1 (stereo unspecified) | 12% | 10% | . | ? | -8% | -3% | -4% | -7%
CCS(=O)(=O)N1Cc2ccccc2CC1C(=O)N1CCN(c2ccccc2)CC1 (stereo unspecified) | -8% | 4% | ? | 1% | -23% | 0% | -12% | 9%
COc1ccc(Br)cc1CNC(=O)CCCc1cn(C)c2ccccc12 | ? | -2% | -19% | ? | -19% | -3% | -13% | -11%
